PLK1 PBD inh = inhibitors of human PLK1 polo-box domain binding; P53350; Plk1 PBD binding of FITC phosphopeptide, fluorescence polarization; Potency, µM, for the others: max response, negative = inhibition, usual class: inhibitors; 360,000 tested, 2.8% active; also: potency is read from the fitted curve at half-maximal effect; series mostly up to about 57 µM; % is scaled to controls: 0 for no effect and ±100 for the full control effect; nearly all actives have a fitted effect of over 65% in size
Target sequence (P53350 whole entry, looked up, the tested form may be a part): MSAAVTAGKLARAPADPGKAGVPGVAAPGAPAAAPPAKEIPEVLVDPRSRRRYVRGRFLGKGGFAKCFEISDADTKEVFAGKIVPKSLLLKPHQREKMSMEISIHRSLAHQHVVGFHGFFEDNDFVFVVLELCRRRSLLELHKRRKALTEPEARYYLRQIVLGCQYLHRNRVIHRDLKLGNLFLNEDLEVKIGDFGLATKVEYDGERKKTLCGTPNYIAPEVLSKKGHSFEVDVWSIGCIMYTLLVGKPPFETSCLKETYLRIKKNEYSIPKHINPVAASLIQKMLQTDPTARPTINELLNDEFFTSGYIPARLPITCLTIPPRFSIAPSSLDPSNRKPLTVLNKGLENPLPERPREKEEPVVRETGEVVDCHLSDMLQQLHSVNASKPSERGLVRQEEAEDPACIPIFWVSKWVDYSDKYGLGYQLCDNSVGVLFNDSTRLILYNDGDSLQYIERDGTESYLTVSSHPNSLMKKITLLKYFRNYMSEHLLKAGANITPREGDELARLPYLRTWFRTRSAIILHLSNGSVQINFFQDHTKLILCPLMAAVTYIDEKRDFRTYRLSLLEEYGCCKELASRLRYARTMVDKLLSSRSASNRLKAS
EPAC1 antagonist = blocks human EPAC1 exchange factor. O95398. Potency, µM (series often up to 115 µM), inactives show at the top dose activity change, negative = inhibition, actives largely listed as inhibitors. 360,000 tested, 0.14% active. EPAC1 GEF assay, Rap1b-BODIPY-GDP exchange fluorescence. AID 720709;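 also: potency is read from the fitted curve at half-maximal effect; plate controls were vehicle for no effect and positive control for full effect; nearly all actives have a fitted effect of over 50% in size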
PI5P4K alpha inh = inhibitors of human PI5P4K alpha. P48426. PI5P4Kalpha enzyme, ADP-Glo luminescence, 60 min; stronger effect = lower value. max response, %. 330,000 tested, 1.2% active. AID 652105; active = max response of -50% or lower; inconclusive = between -30% and -50%; inactive = -30% or higher; also: value at the top dose of about 77 µM; % is scaled to controls: 0 for no effect and ±100 for the full control effect
Target sequence (P48426 whole entry, looked up): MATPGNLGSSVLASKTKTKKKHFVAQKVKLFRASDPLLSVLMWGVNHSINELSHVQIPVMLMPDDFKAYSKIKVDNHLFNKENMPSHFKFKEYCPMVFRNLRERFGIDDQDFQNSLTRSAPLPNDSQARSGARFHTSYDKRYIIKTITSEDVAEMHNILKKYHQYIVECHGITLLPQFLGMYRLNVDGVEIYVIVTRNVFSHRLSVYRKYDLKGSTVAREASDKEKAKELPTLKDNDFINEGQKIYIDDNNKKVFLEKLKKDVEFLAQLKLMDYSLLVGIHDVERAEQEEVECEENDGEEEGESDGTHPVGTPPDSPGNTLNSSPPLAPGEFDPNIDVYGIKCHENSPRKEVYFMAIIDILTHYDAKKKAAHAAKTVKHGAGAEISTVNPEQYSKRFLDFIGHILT
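Reactions run in 0.038 M HEPES pH 7.4, 0.28 mM EGTA, 0.1% CHAPS and 5% DMSO, with PI5P4Kalpha, substrate, compound and 5 microM ATP final, one hour at room temperature. Readout is ADP-Glo luminescence.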
WRN helicase inh = WRN helicase (human) inhibition; 360,000 tested, 0.46% active; WRN helicase unwinding, fluorescent forked duplex, kinetic; Potency, µM (highest dose often 114 µM), for the others: top-dose activity change, negative = inhibition, most hits filed as inhibitors; AID 651768; Q14191; also: potency is read from the fitted curve at half-maximal effect; % is scaled to controls: 0 for no effect and ±100 for the full control effect; nearly all actives have a fitted effect of over 55% in size
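Primary qHTS, 1536-well format. 20 nM WRN + compound, 15 min RT; start with 100 nM forked fluorophore/quencher duplex, 2 mM ATP (final); kinetic read ex 525/em 598 nm.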
EPAC1 agonist = EPAC1 (human) agonism | EPAC1 agonist qHTS, biochemical assay; response scale: 100% = response to 6.5 mM cAMP | Potency, µM (doses to about 154 µM), for the others: at the highest dose activation, usual class: activators | 360,000 tested, 0.073% active; also: potency is read from the fitted curve at half-maximal effect; nearly all actives have a fitted effect of over 60% in size
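Multi-concentration qHTS readout: loss of Rap1B-bound BODIPY-GDP fluorescence driven by 100 nM EPAC1 with excess GDP (50 uM), monitored kinetically at room temperature; agonist response expressed relative to 6.5 mM cAMP.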
IL2 activator = activators of IL-2. IL-2 activation reporter assay, cell-based qHTS; stimulated with anti-CD3/CD4/CD28 beads; in transgenic mouse T cells. activation, % (series mostly up to about 46 µM). 360,000 tested, 0.065% active; in the data active = activation above about 50%; inconclusive = mostly about 30% to 49%; also: 0% is about no effect
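Unstimulated transgenic mouse T cells, 750 per well, received compound and, after 60 minutes, anti-CD3/anti-CD4 bead plus anti-CD28 stimulation. EGFP and DsRed were quantified after 18 hours.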
Abeta rescue = compounds reversing amyloid beta toxicity in yeast. yeast expressing A-beta42, growth rescue, OD600, 48 h; response scale: 0% DMSO, 100% iron-clioquinol control. Potency, µM (titrated, usually from 46.1 µM), without a hit: top-dose growth rescue, hits mostly activators. 410,000 tested, 0.063% active; also: potency is read from the fitted curve at half-maximal effect; nearly all actives have a fitted effect of over 55% in size
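Yeast growth medium received pinned compounds, then yeast cells expressing toxic A-beta were added; plates incubated at 30 C for 48 hr. Growth read as absorbance at 600 nm, normalized to DMSO and equimolar FeCl3 plus clioquinol controls.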
FUS yeast rescue = FUS proteinopathy suppression in yeast | S. cerevisiae FUS-expressing, growth rescue, OD600, 24 h | Potency, µM (titrated, usually from 76.6 µM), inactives show at the highest dose growth rescue (activation), hits mostly activators | 390,000 tested, 0.24% active;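 also: potency is read from the fitted curve at half-maximal effect; plate controls were DMSO vehicle for no effect and reference control for full effect; nearly all actives have a fitted effect of over 55% in size; some results filed as inactive show a strong effect at the top dose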
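Yeast expressing FUS under galactose induction, OD 0.005 in 2% galactose medium; compounds in a dilution series, 24 h at 30C. Growth rescue by absorbance at 600 nm; CP55940 positive control, DMSO negative.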
aSyn rescue = inhibitors of alpha-synuclein toxicity in yeast. Potency, µM (titrated, usually from 46.1 µM), for inactives: top-dose growth rescue (activation), usual class: activators. 370,000 tested, 0.14% active. Yeast expressing alpha-synuclein, growth rescue, BacTiter-Glo, 24 h; also: potency is read from the fitted curve at half-maximal effect; % of control where 0% means no effect; nearly all actives have a fitted effect of over 65% in size
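Readout is rescue of growth in alpha-synuclein-expressing yeast, so inhibitors of toxicity appear as activators. Growth after 24 hr at 30 deg C in galactose medium is quantified by luminescence.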
The depositor's hits bear a star; ? = inconclusive; . = no result given; & = joins results of further samples; [ ] = another dose, or the depositor's remark. Unless noted, calls follow the shape of the dose curve; as a rule, active = well fitted curve in the direction sought with a large enough effect; inconclusive = small, poorly fitted or top-dose-only effect, or another doubt; inactive = no such curve, though single readings can be large; an effect the other way counts as inactive or inconclusive.

SMILES	PLK1 PBD inh	EPAC1 antagonist	PI5P4K alpha inh	WRN helicase inh	EPAC1 agonist	IL2 activator	Abeta rescue	FUS yeast rescue	aSyn rescue
CCCC(c1nnnn1Cc1ccco1)N1CCN(C(=O)c2ccco2)CC1 (stereo not drawn)	0%	-10%	0	1%	3%	-3.8	-7%	14%	8%
C=CCO/N=C/C1=C(O)C(C(=O)OC)C(C)(C)CC1=O (stereo not drawn)	-3%	12%	2	-2%	13%	-1.6	?	-5%	3%
CN(C)C(=O)COc1ccc2c3c(c(=O)oc2c1)CCCC3	-6%	1%	0	-6%	4%	-1.8	9%	-10%	12%
CCNC(=S)NS(=O)(=O)c1ccc(C)cc1	8%	-6%	-7	-8%	4%	-1.4	13%	.	1%
Cc1cc(Br)cn2c(Cc3ccccc3)c(-c3ccc(F)cc3)nc12	-9%	7%	5	-7%	-3%	1.4	-12%	25%	-15%
Cc1ccc(CS(=O)(=O)c2ccc(C(=O)N3CCN(c4ccccn4)CC3)cc2[N+](=O)[O-])cc1	-23%	-14%	1	2%	8%	-2.2	-21%	17%	-1%
COc1cccc2sc(Nc3nnc(-c4ccc(F)cc4)o3)nc12	-21%	-16%	?	-27%	-6%	-3.2	-12%	26%	-18%
COc1ccc(/C=C(/NC(=O)c2ccccc2)C(=O)N2CCCC2)cc1	0%	23%	-2	0%	3%	-0.5	9%	5%	3%
COc1ccc(N(CC(=O)Nc2cccc(C(F)(F)F)c2)S(=O)(=O)c2c(C)[nH]c(=O)[nH]c2=O)cc1	-19%	-5%	-5	-2%	-9%	-1.2	8%	21%	-5%
Cc1ccc(/C=C(\NC(=O)c2ccccc2)C(=O)NCCN2CCOCC2)o1	?	4%	-4	8%	4%	-1.8	17%	-25%	-3%
Cc1onc(-c2ccccc2Cl)c1C(=O)NCCn1ccc2ccccc21	-4%	-25%	0	7%	9%	-0.3	14%	15%	1%
CS(=O)(=O)Nc1ccc(C2=NN(C(=O)c3ccco3)C(c3cccc(F)c3)C2)cc1 (stereo not drawn)	-6%	-7%	-65*	-12%	8%	-2.3	5%	44%	0%
CC1=C(C(=O)N(C)C)CC(CC(=O)NCCCCc2ccccc2)C(=O)N1CCCN1CCCC1=O (stereo not drawn)	-11%	-22%	2	-2%	4%	4.0	-3%	-22%	1%
Fc1ccc(CNCc2cccc(Br)c2)cc1	-1%	8%	-5	1%	-5%	1.7	-22%	3%	-7%
CCOc1ccc(NC(=O)CC2CC(C)(C)OC2=O)cc1 (stereo not drawn)	-21%	-7%	7	-6%	-5%	0.9	-16%	-9%	8%
CCN(CC)C(=O)C(=O)N/N=C/c1ccc(C(=O)O)cc1	2%	-8%	3	4%	-9%	1.3	11%	-31%	2%
Cc1cc(CN(C)C(=O)c2cc(COc3ccc(C)c(C)c3)on2)on1	-4%	-8%	9	?	6%	-3.9	24%	39%	1%
O=C(NN=C1CCCC1)c1sc2ccccc2c1Cl	-17%	-1%	-2	-2%	0%	-0.3	-7%	20%	-11%
Cc1ccc(CNC(=O)C2c3ccccc3C(=O)N3CCc4ccccc4C23)o1 (stereo not drawn)	-16%	2%	.	-17%	11%	-1.7	3%	31%	-3%
COc1ccc(N=c2oc3ccc(OC)cc3cc2-c2nc3ccccc3[nH]2)cc1	-10%	-3%	1	2%	4%	5.0	4%	13%	8%
O=C(Cn1cnc2c(nnn2Cc2ccccc2)c1=O)N1CCN(c2ccccc2)CC1	0%	?	-2	-3%	-1%	-3.1	4%	19%	-2%
N#CCCN(CCC#N)C(=O)C1c2ccccc2Oc2ccccc21	?	-16%	1	2%	8%	0.6	-9%	0%	-5%
COc1ccc(CCC(=O)NC2=NCCS2)cc1OC	-10%	9%	-3	2%	1%	-1.9	-3%	6%	-8%
COc1ccc(NC(=O)C(C)N2c3cccc4cccc(c34)S2(=O)=O)c(OC)c1 (stereo not drawn)	4%	5%	-1	-6%	7%	-2.2	-1%	-12%	0%
CCOC(=O)c1c(C)[nH]c(C(=O)Cn2nnc(-c3ccc(Cl)cc3)n2)c1C	-5%	0%	.	-5%[57.1 µM]	4%	-2.1	8%	5%	1%
(next part)
SMILES	PLK1 PBD inh	EPAC1 antagonist	PI5P4K alpha inh	WRN helicase inh	EPAC1 agonist	IL2 activator	Abeta rescue	FUS yeast rescue	aSyn rescue
OCCN1CCN(CC(O)COCc2ccc3c(c2)OCO3)CC1 (stereo not drawn)	0%	4%	10	-5%	6%	1.0	6%	4%	2%
COc1ccc(-n2c(=S)[nH]c3cc(C(=O)NCCCN4CCCC4=O)ccc3c2=O)cc1OC	-9%	-1%	2	2%	1%	-1.1	8%	30%	0%
OCCN1CCN(Cc2cc(Br)cc(Br)c2O)CC1	-10%	7%	.	-20%	-4%	-2.5	-5%	34%	0%
COCC1CCCCN1C(=O)c1ccc2oc(CCc3ccccc3)nc2c1 (stereo not drawn)	-15%	-2%	4	-29%	4%	-2.0	-25%	.	-1%
N#Cc1ccc(Oc2nc(Nc3ccc(F)cc3)nc(N3CCCC3)n2)cc1	-8%	-12%	.	-9%	15%	-0.6	-4%	32%	1%
Cc1cccc(N=C/C(C(=O)C(F)(F)F)=C(\O)c2ccco2)c1	-15%	-6%	-12	-1%	0%	0.2	-4%	.	2%
COc1ccccc1CN1CC(C(=O)NCCc2ccc(C)o2)CCC1=O (stereo not drawn)	-11%	22%	-1	-2%	3%	-0.5	-4%	9%	8%
Cc1ccc2c(cnn2C(=O)CCC(=O)NCc2ccccc2Cl)c1	?	-7%	-11	-1%	-13%	-2.7	1%	-22%	4%
CCCn1c(SCC#N)nc2c(c1=O)C1(CCCC1)Cc1ccccc1-2	-13%	-15%	15	-8%	-3%	-2.1	26%	26%	4%
CCn1c(SCC(=O)Nc2ccc3c(c2)c2ccccc2n3CC)nnc1-c1ccco1	27µM*	?	.	185%[activator]	6%	-2.6	18%	25µM*	-11%
CCc1nonc1NC(=O)c1oc2ccc(Cl)cc2c1C	5%	-3%	-3	-4%	-13%	-0.3	-4%	-17%&-3%	6%
CCCCC(=O)NC1=C(C(=O)OC)SCC1	-9%	3%	-5	-6%	10%	0.5	-4%	-11%	1%
COc1ccc(S(=O)(=O)N2CCCCC2)cc1NC(=O)CN1CCN(C(C)=O)CC1	0%	-5%	7	3%	7%	-0.2	11%	7%	-1%
CCc1ccc(/C(C)=N/NC(=O)c2ccccn2)cc1	-1%	-12%	3	-2%	-4%	0.1	5%	-35%	1%
CC(=O)c1cccc(NC(=O)N2CCCC2C(=O)Nc2cccc(C)c2)c1 (stereo not drawn)	-1%	-3%	-1	3%	5%	-1.0	2%	11%	1%
CN(C(=O)c1cccc(S(=O)(=O)N2CCCCC2)c1)C1CCS(=O)(=O)C1 (stereo not drawn)	-2%	0%	-9	-2%	-64%[inhibitor]	0.3	21%	20%	1%
COc1n[nH]c(C(=O)Nc2cc(F)ccc2C)c1[N+](=O)[O-]	-10%	0%	-7	-18%	0%	-2.9	2%	.	-10%
CCOC(=O)c1c(NC(=O)c2cc(-c3ccc(O)cc3)on2)sc(C(C)=O)c1C	0%	7%	-8	-2%	7%	-2.3	-3%	-19%	0%
Cc1cc2cc(CNC(=O)C3CC3)ccc2n1C	-4%	-7%	-3	-3%	4%	-1.4	-12%	12%	2%
O=C(COc1ccccc1[N+](=O)[O-])Nc1ccc2c(c1)OCO2	-7%	-3%	-12	9%	0%	-1.1	0%	-13%	-5%
COC(=O)c1ccc(COc2ccc(F)cc2)o1	1%	2%	-1	0%	6%	-0.6	-3%	20%	1%
COc1ccc(C)cc1NC(=O)CSc1ccc(-c2ccco2)nn1	?	-12%	?	-13%[11.6 µM]	13%	0.0	-29%	32%	1%
O=S(=O)(c1ccccc1)[C@@]1(c2ccc(Br)cc2)C[C@@H]2ON=C(c3ccccc3)[C@@H]2C1	1%	-6%	-1	-3%	8%	-0.4	5%	34%	3%
COc1cccc(OC)c1-c1nn(-c2ncc(C(F)(F)F)cc2Cl)c(=O)o1	-5%	10%	-8	-3%	1%	-0.3	0%	-8%	-3%
Cc1ccc(NS(=O)(=O)c2ccc(CCC(=O)NC3CC3)cc2)cc1	-1%	-5%	.	-7%	3%	2.8	13%	2%	4%

A second format for some results above:
Value order – PLK1 PBD inh | EPAC1 antagonist | PI5P4K alpha inh | WRN helicase inh | EPAC1 agonist | IL2 activator | Abeta rescue | FUS yeast rescue | aSyn rescue
> COc1ccccc1CN1CC(C(=O)NCCc2ccc(C)o2)CCC1=O (stereo not drawn)
→ -11% | 22% | -1 | -2% | 3% | -0.5 | -4% | 9% | 8%
> Cc1ccc2c(cnn2C(=O)CCC(=O)NCc2ccccc2Cl)c1
→ ? | -7% | -11 | -1% | -13% | -2.7 | 1% | -22% | 4%
> CCCn1c(SCC#N)nc2c(c1=O)C1(CCCC1)Cc1ccccc1-2
→ -13% | -15% | 15 | -8% | -3% | -2.1 | 26% | 26% | 4%

Remaining list, next part:
SMILES	PLK1 PBD inh	EPAC1 antagonist	PI5P4K alpha inh	WRN helicase inh	EPAC1 agonist	IL2 activator	Abeta rescue	FUS yeast rescue	aSyn rescue
CC(=NCCCn1ccnc1)c1c(-c2ccccc2)[nH]n(-c2nc3ccccc3s2)c1=O	-7%	-6%	-3	-20%	4%	-0.6	-5%	19%	-3%
CCCn1c(=S)[nH]c2cc(Cl)ccc21	15µM*	-1%	-17	-5%	3%	-3.3	?	-14%	-6%
CC1(C)Oc2ccc3ccc(=O)oc3c2/C(=C/Nc2cccc(O)c2)C1=O	-10%	-6%	-1	-11%	15%	-0.7	6%	6%	6%
O=C(Oc1ccc2c(c1)OCC2=O)c1ccc(Cl)cc1	-12%	2%	0	18%	1%	1.2	-23%	-6%	24%
O=C(COc1ccc(F)cc1)N1CCCc2ccccc21	0%	-4%	0	-4%	-3%	-0.7	-13%	-15%	-3%
O=C(c1ccco1)N1CCN(c2ncnc3c2cnn3-c2ccccc2)CC1	-7%	8%	.	-3%	-7%	0.0	-3%	9%	2%
O=S(=O)(NC(=NC1CCCCC1)c1ccccc1)c1ccccc1	0%	8%	1	-3%	-3%	-0.1	4%	.	1%
COc1cc(C(=O)N2CCCC(C)(C(=O)NS(=O)(=O)C3CC3)C2)cc(OC)c1OC (stereo not drawn)	1%	0%	8	2%	13%	0.4	-4%	-4%	4%

Bioassay records (PubChem)
